# Menin MLL FP TR = inhibitors of human menin-MLL interaction, mutant MLL peptide; Potency, µM (doses to about 61.6 µM), inactives show at the top dose FP activity change, negative = inhibition, actives largely listed as inhibitors; actives 0.23% (n = 270,000); Menin + Texas Red MLL mutant peptide, fluorescence polarization; active = well fitted inhibition curve with a large enough effect in the polarisation, with a control signal flat, not every such curve was filed as active; inconclusive = small, poorly fitted or top-dose-only effect, or effect the other way, or a change in a side signal; inactive = no such curve, though single readings can be large or run the other way; the % refers to the polarisation; also: potency is read from the fitted curve at half-maximal effect; % of control where 0% means no effect; many of its hits are not listed in these tables
# Target sequence (O00255 whole entry, looked up): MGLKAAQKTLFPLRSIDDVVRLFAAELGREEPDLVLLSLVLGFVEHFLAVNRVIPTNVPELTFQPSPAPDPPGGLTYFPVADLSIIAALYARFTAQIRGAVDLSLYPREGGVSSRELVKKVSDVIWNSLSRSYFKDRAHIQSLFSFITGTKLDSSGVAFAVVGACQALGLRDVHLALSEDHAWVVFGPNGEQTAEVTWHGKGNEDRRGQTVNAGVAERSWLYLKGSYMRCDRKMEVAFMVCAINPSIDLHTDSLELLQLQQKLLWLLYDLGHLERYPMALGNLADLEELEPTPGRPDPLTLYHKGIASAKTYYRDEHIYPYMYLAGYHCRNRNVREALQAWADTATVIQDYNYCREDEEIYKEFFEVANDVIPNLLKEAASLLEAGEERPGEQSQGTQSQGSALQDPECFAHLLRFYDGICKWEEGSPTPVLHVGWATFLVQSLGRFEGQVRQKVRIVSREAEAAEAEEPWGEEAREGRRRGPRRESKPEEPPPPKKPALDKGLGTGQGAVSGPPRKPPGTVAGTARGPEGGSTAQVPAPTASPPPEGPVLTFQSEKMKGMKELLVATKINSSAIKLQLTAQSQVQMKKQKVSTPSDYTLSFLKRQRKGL
# PKM2 act = PKM2 (human) enzyme activation | purified PKM2, Kinase-Glo ATP luminescence, activation; response scale: 0% is enzyme alone, no compound | Potency, µM (top dose mostly 57.5 µM), inactives show at the top dose activation, actives largely listed as activators | actives 0.34% (n = 260,000); also: potency is read from the fitted curve at half-maximal effect; % is scaled to controls: 0 for no effect and ±100 for the full control effect; nearly all actives have a fitted effect of over 55% in size
#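 Purified hPK-M2 (>95% pure) converted ADP (0.1 mM final) to ATP with 0.5 mM PEP in 50 mM imidazole pH7.2, KCl, MgCl2, Tween 20, BSA; 1 h at room temperature. ATP detected by Kinase-Glo luminescence.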
# FLuc counter = firefly luciferase modulation, counter-screen for miR-21 project; Potency, µM (titrated, usually from 57.5 µM), for inactives: at the top dose activity change, negative = inhibition, usual class: inhibitors; P08659; actives 6.9% (n = 360,000); purified FLuc, Km substrates, luminescence inhibition;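 also: potency is read from the fitted curve at half-maximal effect; plate controls were vehicle for no effect and reference inhibitor for full effect; nearly all actives have a fitted effect of over 55% in size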
#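 Biochemical qHTS of compounds, final roughly 60 µM downward over six points, against 10 nM purified firefly luciferase using Km concentrations of substrates (10 uM D-luciferin, 10 uM ATP) in Tris acetate pH 7.5 buffer; luminescence output.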
# Rab9 promoter act = Rab9 promoter activation | Huh7 Rab9 promoter-luciferase reporter, luminescence, 24 h | Potency, µM (series often up to 9.22 µM), without a hit: top-dose activation, negative = inhibition, usual class: activators | actives 2.8% (n = 320,000); also: potency is read from the fitted curve at half-maximal effect; % of control where 0% means no effect; nearly all actives have a fitted effect of over 60% in size
#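 Cells were plated at 1500 per well in reduced-serum medium with 10% FBS and left 2 h. Compound in DMSO was then added for 24 h at 37 °C. Reporter signal was read by luminescence after 10 min with luciferase detection reagent.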
# RORg inh = inhibitors of mouse ROR gamma transcriptional activity | P51450 | Drosophila S2 Gal4-RORgamma UAS-luciferase reporter, 20 h | Potency, µM (series often up to 53.6 µM), inactives show at the top dose activity change, negative = inhibition, actives largely listed as inhibitors | actives 5.4% (n = 310,000) | AID 2551; also: potency is read from the fitted curve at half-maximal effect; % is scaled to controls: 0 for no effect and ±100 for the full control effect; nearly all actives have a fitted effect of over 60% in size
#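 In this cell-based reporter format, copper sulfate (700 uM final) drives Gal4–ROR gamma fusion expression from a metallothionein promoter in Drosophila Schneider cells; compounds preincubated 1 hr, reporter read after 20 hr at ambient temperature.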
# MBNL1-CUG inh = MBNL1-poly(CUG) RNA binding inhibition; TR-FRET MBNL1-His/biotin-(CUG)12 binding, 665/545 ratio; actives 0.036% (n = 280,000); Potency, µM (titrated, usually from 57.5 µM), for the others: top-dose activity change, negative = inhibition, hits mostly inhibitors; Q9NR56; active = well fitted inhibition curve with a large enough effect in the signal ratio, with a control signal flat, not every such curve was filed as active; inconclusive = small, poorly fitted or top-dose-only effect, or effect the other way, or a change in a side signal; inactive = no such curve, though single readings can be large or run the other way; the % refers to the signal ratio; also: potency is read from the fitted curve at half-maximal effect; % is scaled to controls: 0 for no effect and ±100 for the full control effect
# Target sequence (Q9NR56 whole entry, looked up): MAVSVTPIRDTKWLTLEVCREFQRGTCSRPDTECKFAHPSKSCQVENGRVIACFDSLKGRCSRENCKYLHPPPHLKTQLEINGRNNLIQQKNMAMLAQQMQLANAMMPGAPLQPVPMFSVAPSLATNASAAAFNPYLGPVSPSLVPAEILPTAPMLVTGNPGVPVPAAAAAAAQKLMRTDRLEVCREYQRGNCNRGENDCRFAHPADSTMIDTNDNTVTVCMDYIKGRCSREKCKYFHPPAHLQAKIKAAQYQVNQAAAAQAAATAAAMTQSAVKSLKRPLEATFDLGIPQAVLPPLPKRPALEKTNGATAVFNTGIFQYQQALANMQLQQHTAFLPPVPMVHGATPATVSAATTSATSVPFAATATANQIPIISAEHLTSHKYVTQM
#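 TR-FRET readout: Ex 340 nm, 665/545 nm emission ratio, normalized to buffer-only (basal) and MBNL1-(CUG)12 controls. Complex of MBNL1-His with Biotin-(CUG)12, compounds 92 nM–58 uM, incubated 60 min at room temperature.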
# KCNH2 3.1 inh = blocks the human KCNH2 3.1 channel isoform; U2OS KCNH2 3.1, thallium flux FluxOr; hits give low values; activity change, % (tested at about 1.8 µM); actives 0.95% (n = 340,000);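 active = maximum activity change below -70%; inconclusive = maximum activity change from -70% to -50%; inactive = maximum activity change above -50%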;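 also: thallium influx rate constant from kinetic fluorescence after stimulation buffer; % is scaled to controls: 0 for no effect and ±100 for the full control effect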
#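 Channel expression came from 3.1 mutant virus (1.77 x 10^8 /mL) applied to suspended U2OS cells for 4 h. Flux was tracked with FluxOr dye plus Red40 quencher, and kinetic rate constants normalized to controls.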
# ELG1 repair inh = ELG1-dependent DNA repair inhibition; HEK293T ELG1-luciferase reporter, luminescence, 16 h; DNA damage induced by 5-fluorouridine; Potency, µM (top dose mostly 46.1 µM), without a hit: at the top dose activity change, negative = inhibition, usual class: inhibitors; actives 2.3% (n = 330,000); AID 504467; also: potency is read from the fitted curve at half-maximal effect; % is scaled to controls: 0 for no effect and ±100 for the full control effect; nearly all actives have a fitted effect of over 55% in size
#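 In this reporter screen, reduction of luminescence relative to DMSO vehicle indicated activity. Compounds and 5-fluorouridine were added together to 2,000 cells per well, incubated for 16 hr at 37 °C, then developed with ONE-Glo.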
# Mito fusion act = inhibitors of mitochondrial division or activators of mitochondrial fusion; S. cerevisiae fusion-defective mutant growth rescue, CellTiterGlo 48 h; Potency, µM (series often up to 46.1 µM), for inactives: at the highest dose growth rescue (activation), actives largely listed as activators; actives 0.23% (n = 320,000);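 also: potency is read from the fitted curve at half-maximal effect; % of control where 0% means no effect; nearly all actives have a fitted effect of over 45% in size; temperature-sensitive fusion mutants such as fzo1-1 at 37 °C on non-fermentable ethanol glycerol medium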
#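 Compounds are tested for their ability to restore growth of mitochondrial fusion-defective yeast strains at non-permissive 37C in YPEG medium over 48 hours. Viability is quantified by luciferase luminescence.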
# NPC1 prom act = NPC1 promoter activation | Potency, µM (titrated, usually from 9.22 µM), for the others: at the highest dose activation, hits mostly activators | Huh7 NPC1 promoter luciferase reporter, 24 h | actives 2.4% (n = 320,000);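 also: potency is read from the fitted curve at half-maximal effect; % of control where 0% means no effect; nearly all actives have a fitted effect of over 60% in size; reporter is driven by a mutant NPC1 promoter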
#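 Stable NPC1-promoter luciferase Huh7 line; cpd (DMSO) 24 h, 37 °C, 5% CO2; Amplite luciferase reagent 10 min RT; luminescence readout. qHTS format.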
# Gal4-VP16 FLuc = Gal4-VP16 reporter inhibition counter-screen; Drosophila S2 Gal4-VP16 UAS-luciferase, luminescence, 20 h; Potency, µM (doses to about 53.6 µM), inactives show top-dose activity, negative = inhibition, hits mostly inhibitors; actives 3.5% (n = 310,000); AID 2546;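 also: Gal4-VP16 expression switched on by copper sulfate through the metallothionein promoter; potency is read from the fitted curve at half-maximal effect; % is scaled to controls: 0 for no effect and ±100 for the full control effect; nearly all actives have a fitted effect of over 50% in size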
# The depositor's hits bear a star; ? = inconclusive; . = no result given; & = joins results of further samples; [ ] = another dose, or the depositor's remark. Unless noted, calls follow the shape of the dose curve; as a rule, active = well fitted curve in the direction sought with a large enough effect; inconclusive = small, poorly fitted or top-dose-only effect, or another doubt; inactive = no such curve, though single readings can be large; an effect the other way counts as inactive or inconclusive. This is a subset; rates above refer to the full screens.
SMILES,Menin MLL FP TR,PKM2 act,FLuc counter,Rab9 promoter act,RORg inh,MBNL1-CUG inh,KCNH2 3.1 inh,ELG1 repair inh,Mito fusion act,NPC1 prom act,Gal4-VP16 FLuc
COc1ccc(C)cc1NC(=O)N1CCCc2ccccc21,?,0%,-26%,-3%,-23%,7%,.,17%,25%,-4%,-12%
CC1CCc2nn(CC(=O)NCc3ccco3)cc2C1 (stereo unspecified),-2%,-1%,2%,12%,29%,8%,4,?,-5%,-2%,?
CCOc1ccccc1NC(=O)COC(=O)c1cc[n+]([O-])cc1,.,-8%,1%,9%,8%,?,-29,16%,-3%,0%,-3%
N#C/C(=C/c1ccc(-c2ccc(C(=O)O)c(Cl)c2)o1)C(=O)NCC1CCCO1 (stereo unspecified),13%,-3%,?,-1%,30%,?,-4,12%,-3%,4%,1%
CCCN(CC(=O)Nc1ccccc1C)C(=O)c1cccc(-n2cnnn2)c1,4%,-1%,2%,0%,-12%,3%,-4,-6%,0%,-3%,-1%
O=C(c1ccc2c(=O)n3c(nc2c1)CCCCC3)N1CCN(c2ccccc2F)CC1,-1%,-2%,-1%,-5%,16%,2%,-12,-13%,1%,-5%,0%
Cc1cccn2c(=O)nc(SCC(=O)c3ccc(Cl)cc3)nc12,.,.,1%,-6%,.,.,34,?,18%,-3%,.
CCN(CC)CCOC(=O)C(c1ccccc1)C1CCCCC1 (stereo unspecified),-18%,.,.,.,?,.,4,6%,.,.,-6%
COCCNC(=O)c1cc(-c2ccccc2)n(Cc2cc(C)no2)n1,.,.,-1%,1%,.,.,10,9%,3%,2%,.
CC1=NN(c2ccccc2)C(=O)/C1=C/c1ccc(Cl)cc1,?,0%[11.5 µM],?,0%,?,-12%,13,-3%,-5%,0%,-6%
CCSc1nnc(-c2cc(Br)ccc2N)c(=O)[nH]1,10%,-6%,?,-4%,?,20%,9,-8%,3%,0%,-2%
COc1cc(OC)cc(C(=O)N[C@H](C(=O)Nc2cc(C)cc(C)c2)C(C)C)c1,21%,-3%,-1%,5%,0%,1%,-4,-12%,-7%,-2%,-10%
COc1ccc2c(c1)CC/C(=C\C=C\c1ccccc1OC)C2=O,?,8%,2.1µM*,?,?,?,-2,?,25%,?,?
c1ccc(NCc2ccccn2)cc1,-13%,-20%,-3%,28%,1%,-5%,-13,?,3%,6%,-14%
C/C(=N\NC(=O)c1ccco1)c1ccc(NC(=O)c2ccccc2)cc1,-12%,-3%,?,?,?,.,2,?,0%,?,?
CC1CCc2nc(NC(=O)C3CCCO3)sc2C1 (stereo unspecified),12%,3%,2.1µM*,0.5µM*,?,-1%,2,?,2%,0.5µM*,?
COc1ccccc1NC(=O)CCN1CCN(C)CC1,-5%,-10%,0%,-6%,-35%,-12%,15,-7%,1%,0%,-7%
COc1ccccc1C(=O)NC(=O)COc1ccc(Cl)cc1Cl,.,.,0%,-5%,.,.,2,?,-5%,-3%,.
C/C(=N\OCc1ccc(C#N)cc1)c1cc2ccccc2o1,.,-7%,-15%,-1%,-15%,-4%,4,-2%,6%,0%,-2%
CCCn1c(C(C)NC(C)=O)nc2ccccc21 (stereo unspecified),3%,-3%,0%,1%,-13%,4%,-8,1%,-2%,2%,-13%
CC(Oc1ccc(Br)cc1)C(=O)N1CCN(c2ccccn2)CC1 (stereo unspecified),.,.,1%,-4%,2%,-3%,12,-4%,5%,-5%,4%
O=C1CCN(Cc2ccc(O)cc2)CCN1[C@H](CO)c1ccccc1,-11%,3%,-3%,-8%,?,-5%,-118*,11%,1%,2%,7%
CCc1ccc(NC(=O)CC2C(=O)NCCN2C(=O)c2ccc(F)cc2)cc1 (stereo unspecified),.,-9%,0%&1%,7%,21%,-1%,.,17%,2%,1%,-28%
COC(=O)Cc1ccc(NC(=S)NNC(=O)C2CC2)cc1,.,-1%,2%,-1%,-23%,-11%,-9,-2%,3%,-3%,-1%
C[C@H](NC(=O)c1[nH]cnc1C(=O)Nc1ccccc1)C(=O)OC(C)(C)C,.,-3%,-4%,-4%,2.8µM*,-7%,2,?,3%,-2%,11µM*

# Overlap with the part before: 5 entries, followed by the next part.
SMILES,Menin MLL FP TR,PKM2 act,FLuc counter,Rab9 promoter act,RORg inh,MBNL1-CUG inh,KCNH2 3.1 inh,ELG1 repair inh,Mito fusion act,NPC1 prom act,Gal4-VP16 FLuc
CC(Oc1ccc(Br)cc1)C(=O)N1CCN(c2ccccn2)CC1 (stereo unspecified),.,.,1%,-4%,2%,-3%,12,-4%,5%,-5%,4%
O=C1CCN(Cc2ccc(O)cc2)CCN1[C@H](CO)c1ccccc1,-11%,3%,-3%,-8%,?,-5%,-118*,11%,1%,2%,7%
CCc1ccc(NC(=O)CC2C(=O)NCCN2C(=O)c2ccc(F)cc2)cc1 (stereo unspecified),.,-9%,0%&1%,7%,21%,-1%,.,17%,2%,1%,-28%
COC(=O)Cc1ccc(NC(=S)NNC(=O)C2CC2)cc1,.,-1%,2%,-1%,-23%,-11%,-9,-2%,3%,-3%,-1%
C[C@H](NC(=O)c1[nH]cnc1C(=O)Nc1ccccc1)C(=O)OC(C)(C)C,.,-3%,-4%,-4%,2.8µM*,-7%,2,?,3%,-2%,11µM*
COc1ccc(NS(=O)(=O)c2cc3c(cc2C)N(C(C)=O)CCO3)cc1OC,-15%,1%,-1%,4%,24%,2%,-10,13%,-2%,1%,-16%
CCN(C(=O)c1cc2c(s1)-c1ccccc1OC2)c1cc(OC)ccc1OC,-1%,11%,2%,-1%,-3%,-1%,-10,-4%,1%,-4%,-2%
Cc1ccccc1-c1nc(CS(=O)(=O)CC(=O)NCCCN2CCN(C)CC2)c(C)o1,-6%,.,1%&2%,2%,-5%,1%,-15,17%,-1%,-2%,-4%
O=C(NCCc1csc(-c2ccccc2)n1)c1ccc(Br)o1,12%,-1%,-12%,-2%,8%,1%,5,-15%,20%,1%,0%
COCCNC(=O)C(c1ccc(F)cc1)N(CCOC)C(=O)CCC(=O)Nc1ccccn1 (stereo unspecified),-15%,-5%,-2%,-3%,-17%,-9%,-35,23%,9%,5%,-11%
Cc1ccc(SCC(=O)O/N=C(\N)c2cccc([N+](=O)[O-])c2)cc1,20%,19%,-14%,0%,7%,-1%,-37,-9%,-3%,-2%,-17%
O=C(c1c[nH]c2ccc(S(=O)(=O)N3CCOCC3)cc2c1=O)N1CCN(c2ccccn2)CC1,6%,5%,5%,-6%,-8%,?,-1,?,-8%,0%,4%[0.365 µM]
COc1ccc(N2CCN(CCNC(=O)CCC(=O)NNc3nc4ccccc4c4nc(C)nn34)CC2)cc1,.,.,2%,3%,-22%,-3%,2,?,1%,1%,-5%
CCCCCn1c(CN2CCN(Cc3ccccc3)CC2)nc2c1c(=O)n(C)c(=O)n2C,-10%,-2%,2%,1%,?,-2%,-31,21µM*,1%,-3%,-13%
Cc1ccc(NC(=O)NC(=O)N(C(C)C)S(C)(=O)=O)nc1,-19%,-14%,-9%,-1%,26%[10 µM],.,-2,23%,6%,-1%,-6%
CCOC(=O)/C(C#N)=C/Nc1cc(C(=O)OCC)cc2c(OC)c(OC)ccc12,.,-2%,1%,-8%,10%,-5%,5,15%,8%,-3%,-7%
O=C(Nc1ccc(O)c2c(=O)cc(-c3ccccc3Cl)oc12)c1ccc(Cl)c(Cl)c1,2%,0%,0%,1%,23%&-5%,-2%,-3,11%,1%,-6%,2%&3%
COc1ccc(OC)c(-c2csc(N(CC3CCCO3)C(=O)Cc3ccccc3)n2)c1 (stereo unspecified),2%,3%,-1%,-6%,-6%,4%,-1,?,8%,-5%,0%
Cc1ccc(CSC2=NCCN2C(=O)C(C)Oc2ccccc2)cc1 (stereo unspecified),34%[activator],0%,-2%,0%,40%,0%,-35,-3%,-4%,0%,7%

# Screening results: PubChem BioAssay, National Center for Advancing Translational Sciences (NCATS)
